Source: PubChem BioAssay
BAZ2B block = qHTS Assay for Inhibitors of BAZ2B; AlphaScreen BAZ2B-H3K14Ac peptide displacement; Potency, µM (titrated, usually from 114 µM), for inactives: at the top dose activity change, negative = inhibition, hits mostly inhibitors; hit rate 4.4% among 360,000; also: potency is read from the fitted curve at half-maximal effect; % is scaled to controls: 0 for no effect and ±100 for the full control effect; nearly all actives have a fitted effect of over 60% in size
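AlphaScreen luminescence quantifies BAZ2B engagement of H3K14Ac peptide; the protein and biotinylated peptide are both at 50 nM final, buffer PBS pH 7.4 with 0.01% Tween-20, all steps at room temperature.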
GLS inhibitor = qHTS for Inhibitors of Glutaminase (GLS). Glutaminase kidney isoform, mitochondrial (Homo sapiens), O94925. GLS enzymatic activity, qHTS titration. Potency, µM (series often up to 45.5 µM), for inactives: at the top dose activity change, negative = inhibition, actives largely listed as inhibitors. hit rate 0.21% among 410,000. AID 624170, 2012; also: potency is read from the fitted curve at half-maximal effect; % is scaled to controls: 0 for no effect and ±100 for the full control effect
Target sequence (O94925 whole entry, looked up, canonical isoform): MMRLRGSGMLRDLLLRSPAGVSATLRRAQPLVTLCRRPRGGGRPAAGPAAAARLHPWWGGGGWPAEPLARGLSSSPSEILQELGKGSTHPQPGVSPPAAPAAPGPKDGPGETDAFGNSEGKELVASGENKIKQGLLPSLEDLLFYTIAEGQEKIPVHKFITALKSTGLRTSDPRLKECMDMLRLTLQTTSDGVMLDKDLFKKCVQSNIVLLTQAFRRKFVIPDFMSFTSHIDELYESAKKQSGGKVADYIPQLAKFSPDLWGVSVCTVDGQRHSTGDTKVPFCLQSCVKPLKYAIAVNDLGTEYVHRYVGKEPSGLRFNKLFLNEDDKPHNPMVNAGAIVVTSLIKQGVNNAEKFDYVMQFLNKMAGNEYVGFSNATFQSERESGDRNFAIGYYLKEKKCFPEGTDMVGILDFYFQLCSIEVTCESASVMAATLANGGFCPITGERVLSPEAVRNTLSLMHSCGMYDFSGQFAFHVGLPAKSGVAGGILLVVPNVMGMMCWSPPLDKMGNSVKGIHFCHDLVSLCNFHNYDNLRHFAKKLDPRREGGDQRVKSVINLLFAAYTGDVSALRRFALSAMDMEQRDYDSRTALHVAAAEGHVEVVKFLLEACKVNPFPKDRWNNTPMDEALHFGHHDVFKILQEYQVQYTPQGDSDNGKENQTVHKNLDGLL
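Glutamate formation by hKGA was monitored fluorometrically using coupled glutamate oxidase, HRP and Amplex Red. Substrate was added as 1 mM L-glutamine solution; incubation was 30 min at RT after an initial read.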
12-LOX inh = Primary qHTS assay for inhibitors of human arachidonate 12S-lipoxygenase (ALOX12): Round 2 | purified 12hLO, xylenol orange hydroperoxide absorbance | hit rate 1.1% among 580,000 | Polyunsaturated fatty acid lipoxygenase ALOX12 (Homo sapiens), P18054 | Potency, µM (top dose mostly 108 µM), for inactives: at the highest dose activity change, negative = inhibition, usual class: inhibitors; also: potency is read from the fitted curve at half-maximal effect; % is scaled to controls: 0 for no effect and ±100 for the full control effect
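Purified human 12hLO at 150 nM in 25 mM Hepes, 0.01% Triton X-100, pH 7.0, preincubated 15 min at room temperature with compound. Reaction started with 40 uM arachidonic acid, 30 min at room temperature. Hydroperoxide measured by Fe-xylenol orange, 573/405 nm absorbance ratio.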
PI4K2A block = qHTS for small molecular inhibitors of PI4K2A. activity change, negative = inhibition, % at 76.9 µM. hit rate 0.13% among 420,000. Phosphatidylinositol 4-kinase type 2-alpha (Homo sapiens), Q9BTU6. purified PI4K2A, ADP-Glo luminescence, 1 h; hits give low values; in the data active = activity change below about -50%; inconclusive = mostly about -30% to -49%;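 also: -100% = wells without enzyme as full effect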
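In this quantitative HTS, ADP production by PI4K2A was quantified luminescently after 1 h at ambient temperature; 100 microM adenosine served as plate-quality control.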
ERG Ets-DNA blk = qHTS for Small Molecule Inhibitors of the ERG Ets/DNA interaction | Transcriptional regulator ERG (Homo sapiens), P11308 | fluorescence polarization, His-ERG Ets domain / labelled DNA | Potency, µM (doses to about 76.9 µM), inactives show at the top dose FP activity, negative = inhibition, hits mostly inhibitors | hit rate 0.028% among 370,000; active = well fitted inhibition curve with a large enough effect in the polarisation, with a control signal flat; inconclusive = small, poorly fitted or top-dose-only effect, or effect the other way, or a change in a side signal; inactive = no such curve, though single readings can be large or run the other way; the % refers to the polarisation;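 also: polarization taken with two DNA probes labelled with fluorescein and Texas red; potency is read from the fitted curve at half-maximal effect; % of control where 0% means no effect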
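His-tagged ERG Ets domain (1 uM in the protein solution; 300mM KCl, 50mM Tris-HCl, 1mM EDTA, 1mM DTT, pH 7.5) received compound, then a probe mix of 5 nM fluorescein-DNA and 100nM Texas-615-DNA. Fluorescence polarization was read for both dyes.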
G9a inh = qHTS Assay for Inhibitors of Histone Lysine Methyltransferase G9a | Histone-lysine N-methyltransferase EHMT2 (Homo sapiens), Q96KQ7 | G9a H3K9 monomethylation, AlphaScreen, 2 h | Potency, µM (titrated, usually from 102 µM), without a hit: at the top dose activity, negative = inhibition, usual class: inhibitors | hit rate 8.8% among 350,000 | AID 504332, 2011; also: potency is read from the fitted curve at half-maximal effect; % is scaled to controls: 0 for no effect and ±100 for the full control effect; nearly all actives have a fitted effect of over 75% in size
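Using a bead-based AlphaScreen, monomethylated H3K9 product from 2 h room-temperature reactions (G9a 20 nM, peptide 500 nM, SAM 20 uM) was detected with 0.5 ug/mL rabbit anti-H3K9me1 antibody.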
RGS4 inh = Inhibitors of Regulator of G Protein Signaling (RGS) 4: qHTS; Transcreener GDP fluorescence polarization, RGS4-accelerated GTP hydrolysis; Potency, µM (top dose mostly 114 µM), for inactives: at the highest dose activity change, negative = inhibition, actives largely listed as inhibitors; hit rate 0.039% among 390,000; AID 504845, 2011; also: potency is read from the fitted curve at half-maximal effect; % is scaled to controls: 0 for no effect and ±100 for the full control effect; nearly all actives have a fitted effect of over 75% in size; some results filed as inactive show a strong effect at the top dose
Target sequence (P49798 whole entry, looked up): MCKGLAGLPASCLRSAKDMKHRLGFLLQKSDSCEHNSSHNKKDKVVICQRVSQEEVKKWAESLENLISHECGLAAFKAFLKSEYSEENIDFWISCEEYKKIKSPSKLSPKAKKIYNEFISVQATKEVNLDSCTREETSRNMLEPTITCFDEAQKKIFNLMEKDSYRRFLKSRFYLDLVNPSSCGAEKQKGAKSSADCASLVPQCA
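MLSMR compounds (23 nl, pin-transferred) preincubated 10 min at room temperature with a 500nM (2x) first reagent, then RGS4 at 900nM (2x) plus Transcreener GDP mix added; fluorescence polarization (620/688 nm) read before and after 90 min at 30 °C.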
HP1b binding inh = HTS for Inhibitors of HP1-beta Chromodomain Interactions with Methylated Histone Tails. Chromobox protein homolog 1 (Homo sapiens), P83916. AlphaScreen HP1-beta / biotin-H3K9me3 peptide binding. Potency, µM (highest dose often 114 µM), inactives show at the highest dose activity change, negative = inhibition, most hits filed as inhibitors. hit rate 0.56% among 390,000. AID 540317, 2011; also: potency is read from the fitted curve at half-maximal effect; nearly all actives have a fitted effect of over 70% in size; inactives centre near 23
Target sequence (P83916 whole entry, looked up): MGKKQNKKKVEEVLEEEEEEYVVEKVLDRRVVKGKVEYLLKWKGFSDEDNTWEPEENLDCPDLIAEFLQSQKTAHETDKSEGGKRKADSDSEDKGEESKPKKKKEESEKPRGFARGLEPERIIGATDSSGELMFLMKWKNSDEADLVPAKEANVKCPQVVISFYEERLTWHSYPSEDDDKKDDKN
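HP1-beta protein (50 nM final) preincubated 30 min at room temperature with biotinylated H3(1-18)K9me3 peptide (50 nM) in PBS pH 7.4, 0.01% Tween-20, then compound added for 30 min. AlphaScreen streptavidin donor/nickel chelate acceptor beads (10 ug/mL final), 30 min dark, luminescence read.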
JMJD2A Tudor = qHTS Assay for Inhibitors of JMJD2A-Tudor Domain | AlphaScreen JMJD2A-Tudor / H3K4me3 peptide binding | Lysine-specific demethylase 4A (Homo sapiens), O75164 | AID 504339, 2011 | Potency, µM (highest dose often 114 µM), for the others: top-dose activity change, negative = inhibition, actives largely listed as inhibitors | hit rate 4.4% among 390,000; also: potency is read from the fitted curve at half-maximal effect; % is scaled to controls: 0 for no effect and ±100 for the full control effect; nearly all actives have a fitted effect of over 50% in size
Numbers without * were called inactive; ? = inconclusive; / = not tested or not shown; [ ] = dose if it differs, or a comment. Unless noted, calls follow the shape of the dose curve; as a rule, active = well fitted curve in the direction sought with a large enough effect; inconclusive = small, poorly fitted or top-dose-only effect, or another doubt; inactive = no such curve, though single readings can be large; an effect the other way counts as inactive or inconclusive.

BAZ2B block	GLS inhibitor	12-LOX inh	PI4K2A block	ERG Ets-DNA blk	G9a inh	RGS4 inh	HP1b binding inh	JMJD2A Tudor	Molecule
-15%	4%	3%	-5	18%	2%	2%	16%	-9%	Cc1ccc2c(C)c(C(=O)Nc3ccc(S(N)(=O)=O)cc3)oc2c1C
-4%	2%	?	-7	7%	40µM*	-34%	-1%	?	O=C(/C=C/c1ccco1)NC(=S)Nc1ccc(O)c(-c2nc3ccccc3s2)c1
-6%	-1%	2%	6	6%	0%	-27%	30%	-8%	O=C1CC(c2ccccc2)CC(O)=C1C=NC1CCCCC1 (stereo unspecified)
9%	5%	0%	1	7%	6%	19%	17%	-13%	Cc1nnsc1S(=O)(=O)Cc1ccccc1Cl
-20%	13%	?	2	-4%	2%[59 µM]	-26%	7%	-26%	Cc1nn(-c2ccccc2)c(N2CCCC2)c1/C=N/NC(=S)Nc1cc(C(F)(F)F)ccc1Cl
2%	-6%	-6%	-3	2%	6%[59 µM]	-10%	30%	6%	Cc1ccc(S(=O)(=O)c2cn(Cc3cccc(F)c3)c3cc(N4CCCC4)c(F)cc3c2=O)cc1
-17%	6%	-21%	-1	12%	-2%[59 µM]	18%	29%	-7%	Cc1ccc(CN(C(=O)COc2ccc([N+](=O)[O-])cc2)c2ccccn2)cc1
/	0%	0%	8	-20%	/	2%	29%	-1%	CC(C)(C)c1cc(NC(=O)CCSc2nnc3ccccn23)cc(C(C)(C)C)c1
/	2%	51%[activator]	5	0%	/	-3%	18%	-19%	CSc1ccccc1NC(=O)COC(=O)c1ccc(-n2nc(C)cc2C)cc1
24%	-1%	-5%	2	-1%	11%[59 µM]	-34%	50%[activator]	-21%	CC(Sc1nc2ccccc2s1)C(=O)N(C)Cc1ccccc1 (stereo unspecified)
13%	0%	0%	-1	-11%	22%	-7%	53%[activator]	-5%	CCC(C)n1c(=N)c(C#N)cc2c(=O)n3cccc(C)c3nc21 (stereo unspecified)
-1%	6%	-5%	0	2%	25%[59 µM]	-12%	11%	-1%	COc1ccc2oc(C(=O)Nc3nccs3)c(C)c2c1
3%	-33%	-2%	0	10%	0%	-36%	34%	5%	CC(=O)Oc1ccc(/C=C2\N=C(C3CCCCC3)OC2=O)cc1
-2%	2%	20%	-7	-9%	10%[59 µM]	4%[56.9 µM]	52%[activator]	-8%[57.1 µM]	N#CCSc1nnc(C2CCCCC2)n1-c1ccccc1
-19%	-13%	-29%	-7	12%	0%[59 µM]	6%	22%	-22%	CCOc1ccc(S(=O)(=O)Nc2cccc(OC)c2)c2cccnc12
-8%	-1%	0%	1	-4%	25%[2.33 µM]	30%	32%	1%	O=c1cc(CO)occ1OCc1cccc(F)c1
-4%	-4%	0%	0	-5%	8%[0.501 µM]	-41%	83%[activator]	7%	CCc1ccccc1N1C(=O)C(Cl)=C(N2CCOCC2)C1=O
?	2%	-24%	-2	5%	/	10%	24%	-10%	CC1(C)CC(=O)C=C(Nc2ccccc2C#N)C1
-30%	-10%	59%[activator]	2	-5%	-11%	-16%	50%[activator]	-16%	CCC(C)[C@H](NC(=O)N1CCn2c1nc1ccccc12)C(=O)NCCc1ccc(OC)c(OC)c1 (stereo partly specified)
-8%	34%[activator]	-2%	1	-9%	-39%[12.7 µM]	-39%	13%	-24%	Cc1ccc(CNc2ccc(N3CCOCC3)c(C(=O)O)c2)s1
-9%	-3%	4%	4	-13%	-7%	-16%	46%[activator]	-8%	COCCNC(=O)c1onc(CSc2cccc(OC)c2)c1C(=O)O
-23%	1%	-11%	-6	-1%	0%[59 µM]	-9%	29%	3%	C/C(=N\NC(=O)c1ccncc1)c1cccs1
2%	-7%	6%	-1	-2%	-5%[0.501 µM]	-26%	63%[activator]	15%	COc1ccccc1CNC(=O)COC(=O)C1CCN(c2ccc(C(F)(F)F)cn2)CC1
/	29%	?	-17	120%[activator]	/	?	?	28µM*	O=C1CSC(=S)N1N=Cc1ccc(Cl)s1
-10%	-23%	-13%	2	3%	50µM*	24%	-12%	-29%	O=C(Nc1ccccc1N1CCCC1)C1CCN(C(=O)c2ccc(Cl)cc2)CC1
?	0%	8%	0	4%	?	9%	15%	-8%	O=C(c1ccccc1)c1cc2c(cc1[N+](=O)[O-])OCCO2
4%	0%	56%[activator][57.4 µM]	1	2%	10%	18%	14%	5%	Cc1nn(C)c(C)c1S(=O)(=O)N1CCC(C(=O)NC2CCCCC2)CC1
-24%	-10%	6%	4	-16%	-3%	-1%	18%	6%	C/C(=N\NC(=O)C1COc2ccccc2O1)c1ccc(Cl)s1 (stereo unspecified)
5%	2%	-27%	5	4%	38%[activator][59 µM]	-11%	60%[activator]	32%	Cc1cc(Nc2nc(Cl)c(Cl)cc2Cl)n(-c2ccccc2)n1
-5%	-1%	2%	-7	-3%	-20%[2.33 µM]	10%	14%	-16%	CCCC(=O)Nc1ccc(C(=O)N/N=C/c2cccnc2)cc1

(list continues)
BAZ2B block	GLS inhibitor	12-LOX inh	PI4K2A block	ERG Ets-DNA blk	G9a inh	RGS4 inh	HP1b binding inh	JMJD2A Tudor	Molecule
-3%	8%	0%	1	-4%	/	-3%	12%	-8%	Cc1c(Cl)cccc1-n1c(SCC(=O)NCc2cccs2)nnc1-c1ccncc1
53%[activator]	0%	0%	-6	0%	287%[activator]	-22%	119%[activator]	54%[activator]	FC(F)(F)c1cc(Oc2ccccc2)ncc1-c1nnc(-c2ccccc2Cl)o1
6%	-5%	0%	1	8%	10%[59 µM]	4%	1%	-19%	C/C=C/c1ccc(OCCn2nnc3ccccc32)c(OC)c1
2%	-4%	-10%	2	-12%	1%[0.501 µM]	-35%	36%	25µM*	CCn1c(Sc2ccc([N+](=O)[O-])cn2)nnc1-c1ccco1
?	-15%	2%	0	/	?	-3%	19%	?	O=C(CN1CCOCC1)Nc1ncc(Cc2cccc3ccccc23)s1
1%	1%	0%	5	0%	5%	-4%	32%	-5%	COc1cc(NC(=O)CC(C)n2ccnc2)cc(OC)c1 (stereo unspecified)
-14%	2%	-35%	-4	0%	1%[12.7 µM]	-9%	21%	-11%	CC(NC(=O)c1cccc(Cn2cc([N+](=O)[O-])cn2)c1)c1ccc(C(C)(C)C)cc1 (stereo unspecified)
60%[activator]	12%	-19%	3	-7%	15%[59 µM]	6%	127%[activator]	90%[activator]	Cc1ccc2c(c1)c(=O)c(Br)c(C)n2Cc1ccccc1
117%[activator]	2%	13%	4	9%	110%[activator][59 µM]	-44%	181%[activator]	111%[activator]	Cc1ccccc1C(=O)Nc1ccccc1Sc1ccccc1
50µM*	?	3%	-1	/	?	-12%	36%	?	C/C(=N\NC(=O)c1ccccn1)C12CC3CC(CC(C3)C1)C2
3%	-2%	-12%	-1	1%	5%[59 µM]	6%	38%	3%	CCCc1nnc(-c2ccc(OC)cc2)o1
-17%	-2%	?	-1	-5%	-10%[59 µM]	-35%	4%	32µM*	COCCn1c(=S)[nH]c2cc(C(=O)N3CCc4ccccc4C3)ccc2c1=O
-3%	-2%	-23%	3	-3%	-17%[59 µM]	3%	14%	-15%	CCc1nn(CC(=O)Nc2cc(C)cc(C)c2)c(=O)c2cc3sccc3n12
1%	1%	0%	5	-3%	32%	2%	21%	-10%	CC(=O)N1CCN(S(=O)(=O)c2ccccc2)C1c1ccccc1 (stereo unspecified)
-14%	15%	-8%	2	0%	75%[activator][12.7 µM]	9%	13%	-10%	COc1cc2c(cc1OC)CC(=O)NC=C2
-26%	?	-32%	-1	3%	-6%[0.501 µM]	2%	-1%	-34%	O=C(Nc1ccccc1N1CCCC1)c1ccc(F)c(S(=O)(=O)N2CCOCC2)c1
-11%	1%	-3%	-5	6%	4%[59 µM]	-47%	12%	-2%	O=C(NCCc1ccccc1)c1cnc2sc(N3CCOCC3)nn2c1=O
-32%	25%	-3%	-7	10%	-14%[59 µM]	2%	6%	-32%	COc1ccc(-c2noc(CCC(=O)NCCCN3CCN(c4ccc(F)cc4)CC3)n2)cc1
-7%	5%	?	1	-22%	?	7%	17%	47%[activator]	COC(=O)CSc1nc2c(c(-c3ccc(C)o3)c1C#N)CCCC2

These rows are one share of the data; rates above refer to the full screens.
